# Screens: PubChem, several laboratories
# LRH-1 inv ag – NR5A2 inverse agonism in reporter assay. O00482. HEK293T StAR-luciferase reporter, LRH-1 transfected, 24 h. inhibition, % at 3.6 µM. 0.13% of 360,000 active. AID 602396;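 active = inhibition above the mean inhibition of all tested compounds plus 3 SD, cut at about 73% in these data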;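 also: 0% = DMSO wells and 100% = reporter-only cells lacking LRH-1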
# EBV LMP1 NFkB – Epstein-Barr LMP1 NF-kappaB reporter inhibition; inhibition, % at 12.5 µM; 0.69% of 350,000 active; AID 504558; LMP1-induced NF-kappaB luciferase reporter cells, luminescence; in the data active = inhibition above about 41%;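 also: 0% = neutral control wells and 100% = reference inhibitor control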
# TROY signal inh – TROY signaling inhibition. Q293 LMP1-TROYcd NF-kB luciferase reporter, 4 h. inhibition, % at 10 µM. 0.98% of 360,000 active. AID 1347056;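 active = compounds whose plate-normalised and pattern-corrected inhibition of the luciferase reporter signal at the single screening dose is 50% or more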
# TWEAK Fn14 block – inhibitors of TWEAK-Fn14 interaction signaling; TWEAK-stimulated Fn14 reporter cells, luciferase luminescence, 8 h; inhibition, % at 10 µM; 2% of 360,000 active; AID 1159606; in the data active = inhibition above about 50%
# NCOA2 inhibitor – human SRC2 (NCOA2) inhibition; Q15596; 0.17% of 370,000 active; inhibition, % at 9 µM; HEK293 GAL4-SRC2 luciferase reporter, luminescence;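 active = inhibition above the mean inhibition of all tested compounds plus 3 SD, set per campaign, cut at about 52% in these data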;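 also: 0% = DMSO treated cells and 100% = cells given Gossypol at 36 µM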
# NCOA1 inh – inhibits human SRC1 coactivator; HEK293 GAL4-SRC1 luciferase reporter, luminescence; AID 588354; 0.12% of 360,000 active; inhibition, % at 3.6 µM; Q15788;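 active = inhibition above the campaign mean plus 3 SD, with each screening campaign given its own cutoff, cut at about 60% in these data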;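 also: 0% = DMSO treated cells and 100% = gossypol at 36 µM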
# C8 TRAIL sens – sensitizes caspase-8 expressing cells to TRAIL; NB7+C8 cells + TRAIL, ATPlite viability luminescence; inhibition (viability loss, TRAIL sensitization), % at 10 µM; 1% of 360,000 active;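 active = compounds causing at least 50% loss of cell viability in the single-dose screen, relative to plate controls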
# NOD2-RIPK2 inh – blocks binding of human NOD2 to RIPK2. O43353. CHO BLA complementation NOD2-RIPK2, CCF4 ratio. inhibition, % at 4.98 µM. 0.38% of 360,000 active; in the data active = inhibition above about 21%;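 also: 0% = vehicle only and 100% = reference blocker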
# NR2F2 inh – inhibitors of human COUP-TFII (NR2F2). AID 686940. 0.7% of 370,000 active. HEK293T NGFI-A luciferase reporter, luminescence. inhibition, % at 8.6 µM. P24468;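 active = inhibition above a per-plate cutoff, mean inhibition of test wells between control levels plus 3 SD, cut at about 38% in these data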;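 also: cells cotransfected with COUP-TFII expression vector driving the NGFI-A reporter; 0% = median of COUP-TF2 test wells and 100% = reporter-only cells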
# NCOA3 inh – human NCOA3 inhibition | HEK293 GAL4-SRC3 luciferase reporter, luminescence | Q9Y6Q9 | 0.17% of 360,000 active | inhibition, % at 3.6 µM;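 active = inhibition above a per-campaign cutoff, the mean of all compounds plus 3 SD, cut at about 60% in these data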;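 also: 0% = DMSO-treated cells and 100% = gossypol-treated cells at 36 µM; higher means less SRC3-driven luciferase light from the GAL4 reporter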
# Target sequence (Q9Y6Q9 whole entry, looked up, the tested form may be a part): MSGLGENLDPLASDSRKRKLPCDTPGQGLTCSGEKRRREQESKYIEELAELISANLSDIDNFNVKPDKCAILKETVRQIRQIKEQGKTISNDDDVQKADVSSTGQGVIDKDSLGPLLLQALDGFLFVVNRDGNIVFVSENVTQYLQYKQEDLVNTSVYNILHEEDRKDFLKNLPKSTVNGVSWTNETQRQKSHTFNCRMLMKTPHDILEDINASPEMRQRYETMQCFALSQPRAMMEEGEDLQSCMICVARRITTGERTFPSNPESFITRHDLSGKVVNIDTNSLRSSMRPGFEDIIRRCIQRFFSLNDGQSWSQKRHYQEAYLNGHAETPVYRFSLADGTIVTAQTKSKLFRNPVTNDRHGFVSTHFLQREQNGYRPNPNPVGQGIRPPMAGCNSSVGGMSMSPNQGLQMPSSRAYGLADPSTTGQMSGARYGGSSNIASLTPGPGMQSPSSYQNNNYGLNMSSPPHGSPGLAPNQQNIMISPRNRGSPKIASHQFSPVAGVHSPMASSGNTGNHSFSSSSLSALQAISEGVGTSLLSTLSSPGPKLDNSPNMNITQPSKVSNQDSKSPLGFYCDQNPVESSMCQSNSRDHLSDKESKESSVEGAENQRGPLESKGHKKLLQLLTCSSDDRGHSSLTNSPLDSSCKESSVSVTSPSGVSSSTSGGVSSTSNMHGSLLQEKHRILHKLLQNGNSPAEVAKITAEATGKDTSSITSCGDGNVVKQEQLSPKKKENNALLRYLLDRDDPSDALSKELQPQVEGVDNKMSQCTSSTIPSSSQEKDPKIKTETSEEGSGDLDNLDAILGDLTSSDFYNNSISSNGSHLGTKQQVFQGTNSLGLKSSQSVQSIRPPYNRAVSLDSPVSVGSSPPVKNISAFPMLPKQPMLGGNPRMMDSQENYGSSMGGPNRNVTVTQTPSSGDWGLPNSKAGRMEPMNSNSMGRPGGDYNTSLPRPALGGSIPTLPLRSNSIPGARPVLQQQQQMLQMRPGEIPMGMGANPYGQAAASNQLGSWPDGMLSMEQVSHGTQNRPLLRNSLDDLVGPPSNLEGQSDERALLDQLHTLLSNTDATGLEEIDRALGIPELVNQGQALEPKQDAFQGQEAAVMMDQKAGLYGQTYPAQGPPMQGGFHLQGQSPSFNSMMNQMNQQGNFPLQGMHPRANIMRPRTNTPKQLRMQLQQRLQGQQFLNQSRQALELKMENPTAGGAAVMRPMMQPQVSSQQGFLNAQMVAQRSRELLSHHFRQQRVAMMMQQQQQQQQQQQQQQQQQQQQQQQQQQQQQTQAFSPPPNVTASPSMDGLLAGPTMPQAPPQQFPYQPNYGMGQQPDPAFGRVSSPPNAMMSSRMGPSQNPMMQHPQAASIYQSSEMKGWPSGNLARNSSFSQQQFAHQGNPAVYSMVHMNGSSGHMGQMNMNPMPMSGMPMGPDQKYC
# TLR9-MyD88 inh – TLR9-MyD88 interaction inhibition. Q9NR96+Q99836. inhibition, % at 4.98 µM. AID 504734. CHO BLA complementation TLR9-MyD88, CCF4 FRET ratio. 0.21% of 340,000 active;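 active = inhibition above the mean over all tested compounds plus 3 SD, cut at about 21% in these data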;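 also: 0% = DMSO only wells and 100% = clavulanate BLA inhibitor control wells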
# * marks the source's active call; other numbers are inactive results; nt = not tested or not shown.
No.	structure	NCOA3 inh	NCOA1 inh	C8 TRAIL sens	TWEAK Fn14 block	LRH-1 inv ag	NCOA2 inhibitor	NR2F2 inh	NOD2-RIPK2 inh	TROY signal inh	TLR9-MyD88 inh	EBV LMP1 NFkB
1	O=C(CCNS(=O)(=O)c1ccc(Br)s1)Nc1ccc(Cl)cc1	18	-1	0	23	24	-21	6	-9	-15	5	8
2	CC(C)(C)NC(=O)C(c1cccs1)N(Cc1ccc(F)cc1)C(=O)c1csnn1 (configuration not stated)	8	-6	-9	-4	-19	13	-16	-5	14	-4	-10
3	Cc1ccc(C)c(N2CCN(C(=O)c3ccc(Cl)c(NC4=NC5CS(=O)(=O)CC5S4)c3)CC2)c1 (configuration not stated)	0	-3	0	-7	10	9	5	-10	2	2	2
4	COC(=O)c1c(NC(=O)CCl)sc(C(=O)N2CCOCC2)c1C	5	7	2	2	2	33	-32	6	-2	-6	-10
5	Cc1c(C(=O)Nc2nccs2)oc2c(Cl)cccc12	-50	-5	10	-13	24	8	-18	-1	-36	2	-20
6	CCOC(=O)C1=CN(C)CCC1=O	-16	-2	-9	16	-10	-7	4	-3	1	10	2
7	CC1(C)Cc2cccc(OCC(=O)OCC(=O)Nc3ccc(S(N)(=O)=O)cc3)c2O1	-3	4	-11	-26	8	-9	-16	-1	7	-5	-5
8	CCOC(=S)SCC(=O)Nc1nc(-c2ccc(Br)cc2)cs1	-13	-15	-12	-44	-18	-13	-33	-3	8	-4	-5
9	COc1ccc2[nH]c(=O)c(CN(CC3CCCO3)C(=S)Nc3cccc(C)c3)cc2c1 (configuration not stated)	12	-5	-1	-11	-3	12	5	-8	-8	-2	7
10	CCc1sc(C(=O)Nc2ccc(OC)c(S(=O)(=O)N3CCOCC3)c2)cc1C	12	-6	-15	1	14	22	2	-5	-4	-25	13
11	Cc1cc(C)n(-c2cc(Oc3ccccc3)ncn2)n1	-8	11	2	-15	0	-15	-5	-6	-33	0	-2
12	CC(C)C1Oc2ccccc2N(CC(=O)N(Cc2ccccn2)CC2CCCO2)C1=O (configuration not stated)	5	8	-10	10	7	-15	4	2	3	2	-2
13	C[C@H]1CN([C@@H](C)CO)C(=O)c2cccc(NS(=O)(=O)c3ccc(Cl)cc3)c2O[C@@H]1CN(C)CC1CCCCC1	13	4	-12	7	-26	-1	17	-4	-5	2	6
14	CC(C)(C)S(=O)(=O)c1cnc2c(-c3ccsc3)cnn2c1N	-16	-26	1	-21	-3	-20	-15	-5	-30	-4	-23
15	COC(=O)C1=CN(C2CC2)C=C(C(=O)OC)C1c1ccc(C(=O)OC)cc1	-14	-8	-2	1	6	2	9	1	-9	-8	-7
16	CC(Sc1nc2ccccc2s1)C(=O)c1c(N)n(C)c(=O)n(C)c1=O (configuration not stated)	-1	9	-6	14	-22	-7	11	-8	14	1	-3
17	CCc1nnc(NC(=O)CSc2nc(C3CCCCC3)nc3ccccc23)s1	10	-10	-1	8	-13	-9	9	-1	10	5	-10
18	CNS(=O)(=O)c1cccc(C(=O)OCC(=O)c2ccc[nH]2)c1	12	-92	-5	5	20	4	0	-5	-17	1	-1
19	Cc1cccc(C(=O)Nc2ccc(N3CCN(C(=O)c4ccco4)CC3)cc2)c1	11	8	-15	10	0	10	5	4	-13	11	11
20	CN(C)Cc1c(O)ccc2cc(-c3nc4ccccc4n3C)c(=O)oc12	3	9	-8	56*	20	-14	-21	31*	21	21	1
21	O=C(O)c1cccc(N2C(=O)CSC2c2c(F)cccc2Cl)c1 (configuration not stated)	14	7	-3	-7	15	0	10	-8	-26	1	14
22	CCCCN(C=O)c1c(CC)nc2ccc(C(=O)N3CCN(S(=O)(=O)CC)CC3)cn12	5	10	-3	11	12	-13	4	4	8	nt	nt
23	CCOC(=O)c1c(NC(=O)c2cnn3c2NC(c2cccc(OC)c2)CC3C(F)(F)F)sc2c1CCCC2 (configuration not stated)	11	-10	11	2	-6	37	-10	-3	6	1	7
24	O=c1oc2cc(O)ccc2s1	-18	-1	-2	9	20	-20	11	0	0	17	13
25	C=CCc1ccccc1OCC(=O)OCCNC(=O)c1cccnc1	-5	-16	7	-7	-4	7	-1	-1	6	-4	1
26	CCOc1cc(NC(=O)Nc2ccc(F)cc2)c(OCC)cc1NC(=O)CC	2	-21	2	1	0	2	7	-3	-4	-5	-52
27	CSCSC1=C(C#N)C(c2ccccc2Cl)C(C(C)=O)=C(C)N1 (configuration not stated)	-14	-13	-2	7	18	19	17	0	2	4	0
28	CCOc1ncccc1C(=O)NCc1ccccc1F	-3	-6	6	-11	-8	12	-9	-11	1	-13	1
29	COc1ccccc1NC(C)=O	17	15	-1	0	6	-6	-25	-4	7	6	-2
30	CC(=O)Nc1ccc(C(=O)NC(CC(=O)O)c2ccc(Cl)cc2)cc1 (configuration not stated)	-6	-68	14	20	12	-9	-9	2	0	9	-2
31	CN(C)/C=C(/C(=O)c1ccc(Cl)c(Cl)c1)c1nnnn1-c1ccccc1	-21	-14	-6	17	5	19	6	-4	19	6	-1
32	O=C(O)/C=C/C(=O)Nc1ccc(F)cc1F	0	-11	4	1	-1	1	-16	-2	-15	3	-6
33	O=C(CNC(=O)C12CC3CC(CC(C3)C1)C2)N1CCN(S(=O)(=O)/C=C/c2ccccc2)CC1	26	10	14	26	15	1	0	-4	14	1	8
34	Cc1snc(SCC(=O)c2ccc(F)cc2)c1C#N	-50	-49	1	-17	-69	-22	-28	7	-49	0	-17
35	CCC(C)(C(=O)NC1CCCC1)N(C)C(=O)Cc1c[nH]c2ccccc12 (configuration not stated)	3	0	-4	45	-4	-25	8	-5	2	1	-6
36	N#C/C(C(=O)NCc1ccco1)=C1/SC(Cc2ccc(F)cc2)C(=O)N1c1ccccc1 (configuration not stated)	9	-2	-17	8	10	-1	-15	0	-8	0	11
37	C[C@@H](NC(=O)[C@@H]1CCCN1C(=O)[C@@H]1CCCN1C(=O)OC(C)(C)C)c1ccccc1	nt	nt	9	-25	-16	17	12	-7	-14	nt	nt
38	CCCOc1ccc(F)cc1-c1cc(C(=O)NCc2cccc(Cl)c2)[nH]n1	-2	11	-13	0	6	-8	-12	5	7	nt	nt
39	CC(C)C[C@@H]1COc2cc(N(C)CCO)ccc2S(=O)(=O)N1	nt	nt	2	4	2	-47	2	-23	2	nt	nt
40	CC1(C)Oc2nc3ccccc3n2/C1=C\C#N	0	-8	24	-3	7	-13	4	-9	1	-4	1
41	CCCn1c(C)cc(=O)c2cc(NC(=O)c3ccccn3)ccc21	1	-14	20	12	10	-9	-4	-4	-48	-8	0
42	CN1CCN(C(=O)c2c(O)c3cccc4c3n(c2=O)CC4)CC1	6	-5	-10	-3	-7	0	3	-4	-4	-2	-2
43	O=S(=O)(c1cc(Cl)cc(Cl)c1)N1CCCC1c1nc2ccccc2s1 (configuration not stated)	-11	-2	-24	13	-1	3	23	1	12	-10	4
44	COC(=O)[C@@H]1C[C@@H]2CC[C@@H](O)C[C@@H]2N1Cc1ccc(OC)cc1	-20	-20	-4	0	-1	12	-6	3	-12	3	4
45	O=C(Cn1nc(C(F)(F)F)c2c1CCC2)N1CCN(c2ccccc2)CC1	-16	9	-8	3	-1	-7	12	0	0	1	7
46	Cc1cc(C)cc(NC(=O)Cn2nnc(C(=O)NCCc3ccccc3)c2N)c1	4	-18	-10	-4	-1	30	8	11	-18	6	0
47	CC[C@@H]1CC=C[C@H]2[C@H]1C(=O)N(Cc1ccccc1)[C@H]2c1ccc(OC)c(Cl)c1	-7	-25	-2	4	6	-9	7	11	10	-9	2
48	CCOC(=O)C1(CCOc2ccccc2)CCN(Cc2nccn2CC)CC1	13	15	-5	6	1	-16	3	6	19	6	0
49	COc1cc(C(=O)NCc2nnc(SCC(=O)N3CCCCCC3)o2)cc(OC)c1OC	18	-10	3	-6	-4	-16	3	-8	-21	2	-1
50	CCOC(=O)N1CCN(C(=O)CSc2ccc3nnc(CCNC(=O)c4ccccc4)n3n2)CC1	17	-17	1	0	-10	-15	-14	-6	-16	1	-1
51	CCOC(=O)c1ccc(Cl)c(S(=O)(=O)N2CCCC2)c1	10	-5	-8	4	0	-67	6	2	2	-16	-1
52	COc1cc2[nH]c(C(=O)N3CCN(C)CC3)cc2c(OC)c1OC	-4	-29	-6	25	8	-7	14	4	-3	8	-5
53	COc1cc(C(=O)Nc2nccs2)c(Br)c(OC)c1OC	9	5	-5	27	21	-21	1	6	-20	12	-11
54	CCc1ccccc1NC(=O)CN1C(=O)c2ccccc2S1(=O)=O	-25	-7	-4	4	-25	6	23	-3	-14	-9	3
55	CC(C)(CO)CNC(=O)CCc1nnc(-c2ccc(-c3ccccc3)cc2)o1	-23	3	-5	31	-20	44	31	7	-8	13	13
56	O=C1NCCCC1C(=O)N/N=C/c1ccccc1 (configuration not stated)	-3	4	-11	-1	-1	-33	-5	-1	-13	-3	3

# Single records (already shown). Screens in order: NCOA3 inh, NCOA1 inh, C8 TRAIL sens, TWEAK Fn14 block, LRH-1 inv ag, NCOA2 inhibitor, NR2F2 inh, NOD2-RIPK2 inh, TROY signal inh, TLR9-MyD88 inh, EBV LMP1 NFkB
# CCOC(=O)c1ccc(Cl)c(S(=O)(=O)N2CCCC2)c1 is entered as 10, -5, -8, 4, 0, -67, 6, 2, 2, -16, -1
# CCc1ccccc1NC(=O)CN1C(=O)c2ccccc2S1(=O)=O is entered as -25, -7, -4, 4, -25, 6, 23, -3, -14, -9, 3

# Continued.
No.	structure	NCOA3 inh	NCOA1 inh	C8 TRAIL sens	TWEAK Fn14 block	LRH-1 inv ag	NCOA2 inhibitor	NR2F2 inh	NOD2-RIPK2 inh	TROY signal inh	TLR9-MyD88 inh	EBV LMP1 NFkB
57	C=CCn1c(SCC(=O)N2CCOCC2)nc(O)c(Cc2ccccc2)c1=O	-15	-11	-16	5	-1	21	7	-3	nt	-8	4
58	CCOC(=O)C1=C(C)NC(=O)NC1c1cccnc1 (configuration not stated)	3	-9	-8	-6	-9	-21	-2	2	16	12	-21
59	O=C(Cn1cnc2c(oc3ccccc32)c1=O)NCc1ccco1	-1	-13	13	0	-37	1	-24	-3	-17	-3	-6
60	CCOc1cc(C2C3=C(CCCC3=O)OC3=C2C(=O)CCC3)cc([N+](=O)[O-])c1O	1	6	-6	3	-11	-1	11	0	0	-2	8
61	CCOc1ccc(C(=O)Nc2ccccc2N2CCCC2)cc1	7	-52	2	-18	-16	-19	-9	-22	-33	7	-2
62	C1CCc2c(c(N3CCOCC3)nc3sc4c(N5CCOCC5)nnnc4c23)C1	19	-26	-7	-2	-22	-11	25	-6	1	0	2
63	CN1C(C(=O)Nc2ccccn2)=C(O)c2ccccc2S1(=O)=O	-3	-10	-8	1	3	17	-10	-18	8	1	0
64	CCOc1ccc(/C=N/NC(=O)c2nnn(-c3nonc3N)c2CN2CCC(C)CC2)cc1	4	-10	-8	-36	-4	9	10	-11	-31	-5	1
65	Cc1cccc2c(=O)cc(C)n(CC(N)=O)c12	25	11	-8	-17	-5	5	-5	1	7	6	-4
66	Cc1ccc(Cl)cc1NC1=NC(=S)N(C(C)C)C12CCCCC2	8	-13	-8	-3	1	-3	3	-1	2	3	6
67	Cc1nc(SCC(=O)Nc2c(C)nn(C)c2C)c2cnn(-c3ccccc3)c2n1	29	14	2	29	19	6	16	1	12	-2	13
68	O=C(O)c1ccc(Cn2cnc3c(=S)nc[nH]c32)cc1	-7	0	-20	19	9	21	17	-2	12	-8	-7

# Only part of the results is shown (hit frequency here may not be typical).
